Screening results: PubChem BioAssay, National Center for Advancing Translational Sciences (NCATS)
ERK EGF inh = inhibitors of EGF-stimulated ERK signaling pathway. HEK293-V1b, EGF-stimulated phospho-ERK AlphaScreen. Potency, µM (doses to about 11.5 µM), for the others: at the highest dose activity change, negative = inhibition, most hits filed as inhibitors. 0.41% of 130,000 active; active means well fitted inhibition curve with a large enough effect; inconclusive means small, poorly fitted or top-dose-only effect, or effect the other way;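 further: plate controls were stimulated vehicle wells for no effect and unstimulated vehicle basal for full effect; nearly all actives have a fitted effect of over 55% in size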
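Compounds are titrated over HEK293-V1b cells kept overnight in 1% FBS. After 30 min at 37C, EGF (25 nM final) triggers ERK phosphorylation for 5 min, measured by AlphaScreen in lysates.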
* marks the source's active call; other numbers are inactive results; ? = inconclusive; [ ] = another dose, or the depositor's remark. Potency means the concentration at half of the fitted maximal effect. Only part of the results is shown; count on the stated rates, not on these rows.

Structure,ERK EGF inh
Cc1cccc(C)c1Nc1nnc(SC/C(O)=C(\C#N)c2nc3ccccc3[nH]2)s1,-1.6%
CCOC(=O)c1c(C)[nH]c(C(=O)CN2CCN(CC)CC2)c1C,-3.1%[57.5 µM]
Cn1c(=O)n(C)c2cc(S(=O)(=O)Nc3cc(Cl)ccc3O)ccc21,-10.7%
Cc1ccc(NC(=O)C(=Cc2ccc(C(=O)O)cc2)C(=O)Nc2ccc(C)cc2C)c(C)c1,-1.1%[57.5 µM]
Cc1cc(C)[n+]2[nH]c(N)c(N=Nc3ccccc3)c2n1,3.6%[57.5 µM]
C=CCn1c(=NC(=O)c2ccc(S(=O)(=O)N3CCCc4ccccc43)cc2)sc2cc(S(N)(=O)=O)ccc21,-5.7%
Cn1c(S(=O)(=O)Cc2ccc(Cl)cc2)nc2ccccc21,0.2%
Cc1cccc(NC(=S)NNC(=O)c2cccc([N+](=O)[O-])c2)c1,-2.8%[57.5 µM]
CN(C)S(=O)(=O)c1cccc(NC(=S)N/N=C/C(c2ccccc2)c2ccccc2)c1,7.1%
Cc1cc2cc(CNC(=O)c3ccc(Br)o3)ccc2[nH]1,1.0%[57.5 µM]
CNC1=C([N+](=O)[O-])CC([N+](=O)[O-])=C(N2CCNCC2)N1C,2.1%
Fc1cccc(/C=C2\CCCC3=C2NC(=S)NC3c2cccc(F)c2)c1 (stereo not drawn),-3.1%[57.5 µM]
CCOc1ccc(C(=O)Nc2ccc(NC(=O)c3cccs3)cc2)cc1[N+](=O)[O-],8.0%
S=c1nc(-c2ccccc2Br)[nH][nH]1,?
CCOC(=O)C(NC(C)=O)(Nc1ccc(S(N)(=O)=O)cc1)C(F)(F)F (stereo not drawn),25.1%
CC(=O)[C@@H]1[C@H]2[C@H](C(=O)[C@H]3OC[C@@H]2O3)[C@H]2C=Cc3ccccc3N21,-0.5%
CCCCn1c(N)c(N2CCOCC2)c(=O)n(CC(=O)NC(C)c2ccccc2)c1=O (stereo not drawn),-1.0%
Cc1cc(C)cc(N(CC(=O)NC2CCC(C)CC2)S(=O)(=O)c2c(C)[nH]c(=O)[nH]c2=O)c1 (stereo not drawn),7.3%[57.5 µM]
COc1cc(C(O)P(=O)(OC(C)C)OC(C)C)cc(OC)c1OC (stereo not drawn),0.9%
O=C(O)/C=C/C=C/c1ccccc1,21.8%
O=C1C2CCCN2C(c2ccco2)N1c1ccc(F)cc1 (stereo not drawn),8.7%
CC(=O)c1cn(C)c(=O)c2ccccc12,0.6%[57.5 µM]
CN1CCN(CC2(O)CCN(S(=O)(=O)c3ccc(Cl)cc3)CC2)CC1,2.2%
O=C(Nc1ccc(-c2cn3c(n2)SCC3)cc1)c1ccc2c(c1)OCO2,-1.9%
NS(=O)(=O)c1ccc(CNC(=O)c2csc3c2CCCC3)cc1,-4.2%

5 of the entries above in order of the ERK EGF inh value, ascending.
smiles,ERK EGF inh
NS(=O)(=O)c1ccc(CNC(=O)c2csc3c2CCCC3)cc1,-4.2%
O=C(Nc1ccc(-c2cn3c(n2)SCC3)cc1)c1ccc2c(c1)OCO2,-1.9%
CNC1=C([N+](=O)[O-])CC([N+](=O)[O-])=C(N2CCNCC2)N1C,2.1%
CN1CCN(CC2(O)CCN(S(=O)(=O)c3ccc(Cl)cc3)CC2)CC1,2.2%
O=C1C2CCCN2C(c2ccco2)N1c1ccc(F)cc1 (stereo not drawn),8.7%

(continued)
Structure,ERK EGF inh
COc1ccc(C(=O)OCCNC(=O)c2ccncc2)cc1OC,0.1%
CCc1nnc(NC(=O)CSc2nc3c(C)cccc3[nH]2)s1,-10.3%
CC1=NNC(=O)C1CC(=O)N/N=C(\C)c1cccs1 (stereo not drawn),-6.2%
CC(C)(C)c1ccc(C(=O)Oc2ccccc2CCC(=O)O)cc1,4.9%[57.5 µM]
Cc1ccc(CC(=O)Nc2cccnc2)cc1,0.3%
O=C(NCc1ccco1)c1ccc(-c2cccc(Cl)c2)o1,5.7%
O=C(CN1C(=O)CCS(=O)(=O)c2ccccc21)NCc1ccc(F)cc1,11.2%
CCOc1ccccc1CNC(CC)CO (stereo not drawn),-7.3%
CCN(CC)c1ccc(/C=N/NC(=O)Nc2ccccc2)cc1,-4.8%
COc1ccc(C(=O)C[n+]2cccc(C)c2C)cc1[N+](=O)[O-],-6.1%
O=C(O)c1sccc1S(=O)(=O)N1CCN(c2ccc(C(F)(F)F)cn2)CC1,20.8%[57.5 µM]
CCCC(=O)NCc1ccncc1,3.8%
COc1ccc(N(CC(=O)NC2CCCC2)C(=O)Cn2nnc(-c3ccc(OC)c(OC)c3)n2)cc1,2.2%
COc1cc(=O)[nH]c(=O)n1CC(=O)c1ccccc1,-4.7%
CCCc1nnc(-c2cc(OC)c(OC)c(OC)c2)o1,2.5%
Cc1ccc(N2C(=O)C3C4C=CC(CNC(=S)Nc5cccc(Cl)c5)(O4)C3C2=O)cc1 (stereo not drawn),-11.5%
O[Si](CCCN1CCCCC1)(c1ccc(F)cc1)C1CCCCC1 (stereo not drawn),14.9%
CC1CN(C2=Nc3cccc4cccc2c34)CC(C)O1 (stereo not drawn),-1.5%
COc1ccc(-n2nnnc2SCC(=O)Nc2ccccc2N2CCOCC2)cc1,-0.7%
CCOC(=O)c1c(-c2ccccc2Cl)csc1NC(=O)CSc1nc(C)cc(=O)[nH]1,11.3%
CC1CN(Cc2cnc(Cl)s2)CC(C)O1 (stereo not drawn),-6.3%
O=C(Nc1ccc[n+](CC(=O)c2cccc3ccccc23)c1)c1ccccc1,?
Cc1ccc(S(=O)(=O)CCC(=O)Nc2ccc(F)cc2)cc1,0.6%
CC(C)c1cc(C(=O)N/N=C/c2ccco2)n[nH]1,-3.1%
COC(=O)c1cc(C(=O)OC)cc(N2C(=O)CC(NNC(=O)c3ccccc3Cl)C2=O)c1 (stereo not drawn),-3.7%
CC(=O)c1ccc(NC(=O)c2ccc(COc3ccccc3[N+](=O)[O-])o2)cc1,-0.5%
CCCNC(=O)COC(=O)c1ccccc1C(=O)N(C)C1CCCCC1,9.6%
COc1ccc2[nH]c(C(=O)NCc3ccccc3)cc2c1,0.1%[57.5 µM]
COc1ccc(C2=NNC(c3cc(Cl)cc4c3OCOC4)C2)c(O)c1 (stereo not drawn),23.1%
CCc1ccc(NC(=O)COC(=O)CCCC2=NS(=O)(=O)c3ccccc3N2)cc1,0.6%
COc1ccc(NC(=S)N2CCC(c3nc4ccccc4o3)CC2)c(OC)c1,-2.3%
Cc1nc2ncnn2c(C)c1Cc1cccc(C(F)(F)F)c1,-7.7%
COc1ccc(OC)c(NC(=O)COC(=O)CCCN2C(=O)c3ccccc3C2=O)c1,6.1%
Cc1cc(C)c(S(=O)(=O)NCC(=O)NCc2ccccn2)c(C)c1,-1.9%
CCOC(=O)/C=C/C(=O)Nc1ccc(Oc2ccccc2)cc1,-3.0%
O=C(N/N=C/c1ccccc1OC(=O)N1CCOCC1)c1cccs1,-31.5%
O=S(=O)(Nc1nc2ccccc2nc1NCC1CCCO1)c1ccc(F)cc1 (stereo not drawn),-1.4%[57.5 µM]
COc1ccccc1NC(=O)COc1ccccc1C(=O)Nc1ccccc1,-7.1%
O=C(O)COc1ccccc1/C=N/NC(=O)Cc1csc(Nc2cccc(C(F)(F)F)c2)n1,0.7%
C=CCNC(=O)c1cc2c(=O)n3cc(C)ccc3nc2nc1NCC1CCCO1 (stereo not drawn),1.7%
COc1cc(OC)cc(C(=O)NNC(=S)NC2CC2)c1,-8.7%
O=C(NCCCN1CCN(CCCNC(=O)c2cccc(Cl)c2)CC1)c1cccc(Cl)c1,6.2%
COC(=O)c1cc(NC(=O)c2cc(C)oc2C)cc(C(=O)OC)c1,-0.5%
Clc1ccccc1COc1ccc(/C=N/n2cnnc2)cc1,7.5%
COCCNC(=O)CSc1nc2ccccc2c(=O)n1CCC(=O)N1CCN(c2ccccc2)CC1,-0.2%
O=C(CSc1ccsc1[N+](=O)[O-])N1CCN(c2ccccc2)CC1,-2.3%
O=C(NCc1cccnc1)c1ccc2c(c1)N(Cc1ccccc1)CCS2,-1.8%[57.5 µM]
CCO[C@@H]1OC(C(N)=O)=C[C@H](c2ccc(Br)cc2)[C@H]1CCCO,8.1%[57.5 µM]
Fc1c(F)c(F)c(/C=N/NC(=S)Nc2cccnc2)c(F)c1F,-2.4%
CCNC(=O)/C(C#N)=C/c1c(N2CCN(Cc3ccc4c(c3)OCO4)CC2)nc2c(C)cccn2c1=O,3.6%

Remaining list, next part:
smiles	ERK EGF inh
NC(=O)CSc1nnc(-c2cccc(S(=O)(=O)N3CCCCC3)c2)o1	10.4%[57.5 µM]
COc1ccc(COCC(O)CN2CCC(CN3C(=O)c4cccc5cccc(c45)C3=O)CC2)cc1OC (stereo not drawn)	-14.6%
Cc1ccc(S(=O)(=O)NNC(=O)Nc2cccc3ccccc23)cc1	1.2%
COc1ccc(-n2c(=O)n(Cc3ccccc3)c(=O)c3[nH]cnc32)cc1	-15.7%[57.5 µM]
O=C(CN1CCN(S(=O)(=O)c2ccc(Br)cc2)CC1)N/N=C/c1ccc(Cl)c([N+](=O)[O-])c1	4.1%
COc1ccc(C(C(=O)NC2CCCCC2)N(CC2CCCO2)C(=O)C2COc3ccccc3O2)cc1OC (stereo not drawn)	-7.5%
Clc1ccccc1Cn1nnc(-c2ccccc2)n1	17.0%
CC(=O)c1c(N2CCOCC2)nc2ccc(Cl)cc2c1-c1ccccc1	0.3%[57.5 µM]
COc1ccc(Nc2cc(Cl)ccc2C(=O)O)cn1	3.5%[57.5 µM]
O=C(NCCCn1ccnc1)C(=O)NCC(c1ccco1)N1CCN(c2ccccc2)CC1 (stereo not drawn)	-4.3%
COc1ccc2cc(CCNC(=O)CC(C)(C)C)c(=O)[nH]c2c1	-0.9%
Cc1ccc(/C=N/N=C/c2ccc(C)s2)s1	4.4%
COc1ccccc1N1CCN(Cc2c[nH]c3ccccc23)CC1	-9.1%[57.5 µM]
Cc1ccc([N+](=O)[O-])cc1S(=O)(=O)NCCc1c(C)[nH]c2ccccc12	-5.2%
COc1ccc2c(c1OC)C(=O)OC2Nc1nc(-c2cc3cc([N+](=O)[O-])ccc3oc2=O)cs1 (stereo not drawn)	-7.7%
CCOC(=O)c1cc(NC(=O)Nc2nccs2)c(C)nc1C	6.7%
CCN(CC)C(=O)CC(c1ccc2c(c1)OCO2)c1c(OC)cc(OC)c2c(-c3ccccc3)cc(=O)oc12 (stereo not drawn)	-5.7%[57.5 µM]
CC(=O)Nc1sc(-c2ccc(Cl)cc2)nc1-c1ccccc1	3.8%[57.5 µM]
COc1ccc(N2CCN(S(=O)(=O)c3ccc(-n4cnnn4)c(C)c3)CC2)cc1	-6.9%
C/C=C(\C)C(=O)NCCN1C2=NC[C@@H](C)N2C[C@H]1Cc1ccc(O)cc1	-2.8%[57.5 µM]

Quoted at random: 3 records from the list.
smiles	ERK EGF inh
Cc1ccc(/C=N/N=C/c2ccc(C)s2)s1	4.4%
CC(=O)Nc1sc(-c2ccc(Cl)cc2)nc1-c1ccccc1	3.8%[57.5 µM]
O=C(NCCCN1CCN(CCCNC(=O)c2cccc(Cl)c2)CC1)c1cccc(Cl)c1	6.2%

Additional compounds
smiles	ERK EGF inh
CCOC(=O)c1oc2cc(O)cc(C)c2c(=O)c1-c1cscn1	-3.5%[57.5 µM]
CC(=O)c1ccc(NC(=O)C(C)NCc2ccccc2Cl)cc1 (stereo not drawn)	0.8%
COc1ccc(-c2nnc(SCC(=O)NCCc3ccccc3)o2)cc1	3.5%
Cc1cc(C)n(-c2nnc(Cl)c3ccccc23)n1	-2.7%
Cc1[nH]c2ccccc2c1/C=N/NC(=O)Nc1ccccc1	4.1%
CC1(C)CCCN(Cc2c(O)ccc3c(=O)c(-c4nc5ccccc5s4)c(N)oc23)C1	3.0%[57.5 µM]
CCn1nc([N+](=O)[O-])c2c(-c3nc4ccccc4o3)c(N)n(CCCOC)c2c1=O	7.1%
CC(=O)c1cc(N2CCC(C(=O)O)CC2)ccc1[N+](=O)[O-]	3.4%
CCN(CC)S(=O)(=O)c1cccc(NC(=O)CN(C)Cc2cccc(OC)c2)c1	-9.1%[57.5 µM]
O=C(CCN1C(=O)c2ccccc2C1=O)C1=NN[C@@H]2C(=O)N(c3ccc4c(c3)OCO4)C(=O)[C@H]12	3.5%[57.5 µM]
O=c1c2cc(NC(=S)NCc3cccnc3)ccc2nc2n1CCCCC2	20.7%
C(=C\c1ccco1)/c1ccc2ccccc2n1	4.0%[57.5 µM]
COc1cccc(C(=O)N2CCN(Cc3nc(CC4CC4)no3)CC2)c1	-2.7%[57.5 µM]
CCCc1ccc(Oc2coc3cc(OCC(=O)Nc4ccccc4C)ccc3c2=O)cc1	-9.9%
CC(CCC(=O)O)C1CCC2C3C(=O)CC4CC(=O)CC[C@@]4(C)C3CC(=O)[C@]12C (stereo partly drawn)	-1.3%
CCOC(=O)N1CCN(C(=O)c2ccc(NS(=O)(=O)c3ccc(F)cc3)cc2)CC1	-8.6%
CC(OC(=O)c1cccc(S(=O)(=O)Nc2cccc(C(F)(F)F)c2)c1)C(=O)Nc1ccc2c(c1)OCCO2 (stereo not drawn)	4.7%
CCCCOC(=O)Nc1nnc(C(C)C)s1	-0.9%
CCOC(=O)c1c(NC(=O)C2=C(C)NC(=S)NC2c2ccc(CC)cc2)sc(C)c1C (stereo not drawn)	-6.7%
CCN(CC)CCNc1nc(-c2ccc(OC)cc2)c(-c2ccc(OC)cc2)s1	-3.1%[57.5 µM]
CCOC(=O)C1=C(C)OC2(O)c3ccccc3C(=O)C12O (stereo not drawn)	-7.4%[57.5 µM]
